MITF primary = blocks human microphthalmia-associated transcription factor; O75030; AlphaScreen MITF homodimerization, bead proximity signal; inhibition, % at 2.6 µM; hit rate 0.91% among 650,000; AID 1259374; in the data active means inhibition above about 50%;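 further: 0% = vehicle wells with protein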
Target sequence (O75030 whole entry, looked up): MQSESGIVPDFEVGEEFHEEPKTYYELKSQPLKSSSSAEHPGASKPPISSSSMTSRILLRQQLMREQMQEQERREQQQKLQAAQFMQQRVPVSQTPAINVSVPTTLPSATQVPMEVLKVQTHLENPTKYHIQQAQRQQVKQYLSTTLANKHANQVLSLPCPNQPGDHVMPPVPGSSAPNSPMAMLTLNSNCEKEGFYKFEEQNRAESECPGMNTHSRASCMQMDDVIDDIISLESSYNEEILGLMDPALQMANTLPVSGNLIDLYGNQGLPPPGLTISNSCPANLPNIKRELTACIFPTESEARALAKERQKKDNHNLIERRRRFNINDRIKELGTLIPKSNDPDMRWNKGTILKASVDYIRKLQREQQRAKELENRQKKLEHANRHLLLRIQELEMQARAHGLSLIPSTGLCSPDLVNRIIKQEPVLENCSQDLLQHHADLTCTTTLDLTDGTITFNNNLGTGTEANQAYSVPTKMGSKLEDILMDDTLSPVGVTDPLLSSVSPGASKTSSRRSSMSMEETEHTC
GPR151 activ = activates the human receptor GPR151 | activation, % at 11.2 µM | hit rate 1% among 650,000 | PathHunter beta-arrestin GPR151 cells, luminescence | Q8TDV0; in the data active means activation above about 4.9%;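 further: 0% = median of compound wells and 100% = cells with positive control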
Target sequence (Q8TDV0 whole entry, looked up): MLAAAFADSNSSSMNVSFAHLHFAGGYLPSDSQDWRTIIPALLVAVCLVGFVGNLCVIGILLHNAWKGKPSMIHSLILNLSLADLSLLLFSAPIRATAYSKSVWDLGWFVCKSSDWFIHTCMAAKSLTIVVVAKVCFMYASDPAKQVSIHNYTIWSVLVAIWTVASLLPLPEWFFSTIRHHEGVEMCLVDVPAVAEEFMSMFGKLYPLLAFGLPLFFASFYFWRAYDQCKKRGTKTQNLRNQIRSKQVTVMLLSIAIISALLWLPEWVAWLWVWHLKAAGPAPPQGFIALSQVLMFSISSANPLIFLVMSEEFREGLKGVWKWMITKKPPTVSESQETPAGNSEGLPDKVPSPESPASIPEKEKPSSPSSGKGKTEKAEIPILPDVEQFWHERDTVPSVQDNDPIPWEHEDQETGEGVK
TEAD-YAP block = TEAD-YAP interaction inhibition. HEK-TIYL cells, TEAD-Gal4/YAP UAS-luciferase luminescence. inhibition, % at 9.12 µM. hit rate 1.4% among 640,000. AID 1259422; in the data active means inhibition above about 32%;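 further: 0% = median of test compound wells and 100% = reference inhibitor wells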
FBW7 activator = activators of human E3 ligase FBW7 | hit rate 0.13% among 650,000 | normalized activity (activation), % at 26.1 µM | AlphaScreen FBW7–phospho-cyclin E peptide binding, activator screen | Q969H0; in the data active means normalized activity above about 1.9%;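 further: purified mutant Fbw7 with reduced substrate affinity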
An asterisk follows results filed as active; & = joins results of further samples.

SMILES	MITF primary	GPR151 activ	TEAD-YAP block	FBW7 activator
CC(C)NC(=O)CC1OC(=O)c2ccccc21 (centres undefined)	4	-0.6	2	0.8
CCOC(=O)C1=C(C)N(C2CCCCC2)C(=O)/C1=C\c1ccc(C(=O)OC)cc1	0	-0.1	-3	0.0
O=C(O)CCC(C(=O)O)N1C(=O)/C(=C/c2ccccc2F)SC1=S (centres undefined)	2	0.5	2	-0.6
CCOC(=O)C1CCC(CN(Cc2ccc(OC)cc2)S(=O)(=O)c2ccc(F)c(C(=O)Nc3cccc(C)c3C)c2)CC1 (centres undefined)	-7	-1.2	5	0.0
CN1C(c2ccccc2)CC(=NO)CC1c1ccccc1 (centres undefined)	-6	0.1	-5	0.0
Cc1ccc(-n2cc(CN3CCN(Cc4cccs4)C(CCO)C3)cn2)cc1 (centres undefined)	-24	0.2	9	0.0
Cc1ccc(-c2n[nH]c(=O)c3ccccc23)cc1S(=O)(=O)Nn1cnnc1	-8	0.2	9	0.1
COC(=O)c1cc(S(=O)(=O)Nc2ccc(C(=O)O)cc2)ccc1Cl	-1	-0.2	6	0.1
COc1ccc(-c2nnc3sc(NC(=O)CCc4ccccc4)nn23)cc1OC	-5	1.2	-1	0.0
COc1ccc(-c2noc(CN(C)S(=O)(=O)c3ccc(Br)cc3)n2)cc1	10	0.1	6	0.3
COc1ccc(NC(=O)COC(=O)CSc2nc(C)cc(C)n2)cc1	14	-0.3	4	0.0
CN(CCC#N)C(=O)COC(=O)c1ccc(Cl)c(N)c1	7	0.9	6	0.0
O=C(Cn1nc(-c2cccc(Cl)c2)ccc1=O)Nc1ccccc1Br	7	0.0	12	0.2
COc1ccc(O)c(/C=N/NC(=S)NCc2ccccc2)c1	18	-0.3	-3	-0.4
Cc1[nH]c2ccccc2c1C(=O)COC(=O)c1cc(Cl)cc(Cl)c1N	1	-1.1	-15	0.1
C=CCNc1oc(/C=C/c2ccccc2)nc1C#N	-1	-0.1	-75	0.1
N/C(Cc1ccc(Cl)cc1)=N\OC(=O)COc1ccc(Br)cc1	-7	0.4	-1	0.2
CSc1nnc(-c2cccnc2)n1-c1ccccc1	24	-0.1	-18	-0.3
CC(=O)Nc1nc2n(n1)C(=O)CC(c1ccccc1)=N2	6	0.2	5	0.1
COc1ccc(C2C(C(=O)N3CCN(Cc4ccccc4)CC3)c3ccccc3C(=O)N2Cc2ccc(F)cc2)cc1 (centres undefined)	17	1.8	1	0.3

Compound profiles, as listed above. Order of values: MITF primary, GPR151 activ, TEAD-YAP block, FBW7 activator
COc1ccc(O)c(/C=N/NC(=S)NCc2ccccc2)c1 as listed: 18, -0.3, -3, -0.4
Cc1ccc(-c2n[nH]c(=O)c3ccccc23)cc1S(=O)(=O)Nn1cnnc1 as listed: -8, 0.2, 9, 0.1

New compounds follow:
SMILES	MITF primary	GPR151 activ	TEAD-YAP block	FBW7 activator
C/C(CCC1CC(C)(C)OC1=O)=N\NC(N)=S (centres undefined)	-10&1	0.1&-0.2	1&-4	-0.6&-0.2
COc1ccc(-c2noc(CNC(=O)c3ccc(C)cc3Cl)n2)cc1	-14	0.1	-14	-0.1
CCOC(=O)C1CCCN(CCC(=O)Nc2ccc(Br)cc2)C1 (centres undefined)	-13	0.8	5	0.4
CCc1nc(C(N)=O)c2[nH]c(=O)n(-c3ccc(F)cc3)c2n1	5	1.2	3	0.1
CC1(C)N=C(C(=O)c2ccccc2)N(O)C1(N)c1ccccc1 (centres undefined)	6	-0.2	-14	0.2
O=C(Cn1c(NCCO)nc2ccccc21)Nc1ccc(OC(F)(F)F)cc1	-3	-0.8	9	0.4
CCCC(C)NC(=O)CSc1nnc(Nc2ccc(C)cc2)s1 (centres undefined)	16	-0.1	-7	0.4
Cc1ccc(S(=O)(=O)N(CC(O)CN(Cc2ccccc2)Cc2ccccc2)c2cccc([N+](=O)[O-])c2)cc1 (centres undefined)	2	1.0	-3	-0.1
Cc1cc(/C=C2\NC(=O)NC2=O)c(C)n1-c1cccc(Cl)c1	0	1.3	-8	-0.2
NC(=O)/C=C/C(=O)Nc1cccc(C(F)(F)F)c1	11	0.0	43*	0.1
O=C(CCCn1c2ccccc2c(=O)c2ccccc21)Nc1ccccc1Cl	-2	0.3	12	0.2
COc1ccc(CCn2c(SCC(=O)N3CCN(c4ccccc4OC)CC3)nc3ccsc3c2=O)cc1OC	7	-1.5	51*	-0.1
O=C(CCCCCn1c(=O)[nH]c2ccsc2c1=O)NCc1ccc2c(c1)OCO2	2	0.0	-1	0.2
Cc1nc2nc(CN)nn2c(C)c1CCC(=O)Nc1ccc(F)c(Cl)c1	7	-2.6	8	-0.2
CCN(CCO)C(=O)CC1(c2ccccc2C)CC(=O)N(Cc2ccncc2)C1=O (centres undefined)	7	0.6	-7	0.1
Cc1cc(C(=O)N2CCN(c3ccccn3)CC2)ccc1[N+](=O)[O-]	14	-0.9	-1	0.0
COC(=O)c1ccc(-c2ccc(/C=C3\C(=O)N(CCO)C(=O)C(C#N)=C3C)o2)cc1	23	-0.4	-11	0.2
CCOC(=O)Cn1c(=O)oc2cc(S(=O)(=O)N3CCOCC3)ccc21	9	0.8	14	0.6
CC(C)NCCOCCOc1ccccc1F	40	0.5	-1	0.3
Nc1cccc(-c2cnn3ccc(Nc4cccc(Cl)c4)nc23)c1	-20	0.6	-3	-0.1
CC1C(C#N)=C(SCC(N)=O)NC2=C1C(=O)CC(C)(C)C2 (centres undefined)	-1	0.7	-16	0.0
N#Cc1c(N)c(C#N)c(-c2ccc3c(c2)OCO3)c2c1CCCC2	17	-0.2	1	0.0
COc1ccc(CN(CCC(c2ccccc2)c2ccc3c(c2)OCO3)C(C)=O)cc1OC (centres undefined)	10	0.8	-2	0.1
COc1ccc2c(c1)C(c1cccnc1)=NNC(c1cccs1)=N2	11	-0.2	-68	0.0
CNc1oc(-c2cccc3ccccc23)nc1P(=O)(OC)OC	-11	3.0	0	0.0
Cc1ccc(OCC(=O)Nc2c(C(C)C)cccc2C(C)C)cc1C	-2	0.7	3	0.1
CCn1cc(C(C)NC(=S)Nc2ccc(OC)cc2OC)c(C)n1 (centres undefined)	10	1.6	7	0.0
C=CCn1c(=NC(=O)c2cccc(N3C(=O)CCC3=O)c2)sc2cccc(OC)c21	-1	-0.1	8	0.3
Cc1cc(NC(=O)CSCc2nc(-c3cccc(Cl)c3)oc2C)no1	-4	-0.9	-4	0.0
CC1CC(C)CN(C(=O)c2cccc3c2-c2ccccc2C3=O)C1 (centres undefined)	66*	-0.6	-9	0.1
CC(C)CCNC(=O)CSc1nc2ccccc2c(=O)n1CC1CCC(C(=O)NCCc2ccccc2)CC1 (centres undefined)	8	-0.1	0	0.3
COc1ccc(-c2nc(C)c(CCNS(C)(=O)=O)s2)cc1	-7	2.5	-28	0.1
COc1ccccc1N1CCN(c2ncnc3sc(C(=O)Nc4cc(OC)c(OC)c(OC)c4)c(C)c23)CC1	7	0.7	-1	0.1
COCCCN1C(=O)C2C(C(=O)Nc3cccc(Cl)c3)C3C=CC2(O3)C1C(=O)NC1CCCC(C)C1C (centres undefined)	-4	0.9	-8	0.0
N=C1C(c2nc3ccccc3s2)=C(O)CN1c1cccc(C(=O)OCC(=O)NC2CC2)c1	-14	-1.6	-5	0.2
O=C(NCc1ccco1)c1ccc(Cn2c(=S)[nH]c3ccsc3c2=O)cc1	22	0.2	-2	0.7
c1ccc2sc(CN3CCCC(c4ccn[nH]4)C3)cc2c1 (centres undefined)	5	2.1	-13	-0.1
Cc1cc(C(=O)C(=O)O)c(C)n1-c1ccc2snnc2c1	17	0.3	7	0.0
OCCn1c(-c2ccccc2)cn2c3ccccc3nc12	-4	0.1	-8	0.1
O=C(CSc1ccc2ccccc2n1)N1CCN(c2nnnn2-c2ccccc2)CC1	1	0.9	15	-0.3

Sorted by length of the SMILES (lowest first): part of the list above
SMILES	MITF primary	GPR151 activ	TEAD-YAP block	FBW7 activator
OCCn1c(-c2ccccc2)cn2c3ccccc3nc12	-4	0.1	-8	0.1
c1ccc2sc(CN3CCCC(c4ccn[nH]4)C3)cc2c1 (centres undefined)	5	2.1	-13	-0.1
CNc1oc(-c2cccc3ccccc23)nc1P(=O)(OC)OC	-11	3.0	0	0.0
COc1ccc(-c2nc(C)c(CCNS(C)(=O)=O)s2)cc1	-7	2.5	-28	0.1
CCn1cc(C(C)NC(=S)Nc2ccc(OC)cc2OC)c(C)n1 (centres undefined)	10	1.6	7	0.0
COc1ccc2c(c1)C(c1cccnc1)=NNC(c1cccs1)=N2	11	-0.2	-68	0.0
CC1CC(C)CN(C(=O)c2cccc3c2-c2ccccc2C3=O)C1 (centres undefined)	66*	-0.6	-9	0.1
Cc1cc(NC(=O)CSCc2nc(-c3cccc(Cl)c3)oc2C)no1	-4	-0.9	-4	0.0
N#Cc1c(N)c(C#N)c(-c2ccc3c(c2)OCO3)c2c1CCCC2	17	-0.2	1	0.0
O=C(CSc1ccc2ccccc2n1)N1CCN(c2nnnn2-c2ccccc2)CC1	1	0.9	15	-0.3
COc1ccc(CN(CCC(c2ccccc2)c2ccc3c(c2)OCO3)C(C)=O)cc1OC (centres undefined)	10	0.8	-2	0.1
C=CCn1c(=NC(=O)c2cccc(N3C(=O)CCC3=O)c2)sc2cccc(OC)c21	-1	-0.1	8	0.3
N=C1C(c2nc3ccccc3s2)=C(O)CN1c1cccc(C(=O)OCC(=O)NC2CC2)c1	-14	-1.6	-5	0.2
CC(C)CCNC(=O)CSc1nc2ccccc2c(=O)n1CC1CCC(C(=O)NCCc2ccccc2)CC1 (centres undefined)	8	-0.1	0	0.3
COc1ccccc1N1CCN(c2ncnc3sc(C(=O)Nc4cc(OC)c(OC)c(OC)c4)c(C)c23)CC1	7	0.7	-1	0.1
COCCCN1C(=O)C2C(C(=O)Nc3cccc(Cl)c3)C3C=CC2(O3)C1C(=O)NC1CCCC(C)C1C (centres undefined)	-4	0.9	-8	0.0

(cont.)
SMILES	MITF primary	GPR151 activ	TEAD-YAP block	FBW7 activator
CC1CCCN(C(=O)CCNC(=O)Cn2cnc3ccccc3c2=O)C1 (centres undefined)	15	-1.6	-3	0.2
COc1ccc(OC)c(CNc2nc3ccccc3n2C)c1	-6	-4.0	-27	-0.5
Cc1nc(-c2ccc(NC(=O)c3ccncc3)cc2)cs1	7	-3.6	-52	0.0
COc1ccc(Cl)cc1NC(=O)c1cc(-c2ccco2)on1	3	0.6	8	-0.1
Cc1ccccc1OCC(O)Cn1c(N2CCNCC2)nc2c1c(=O)[nH]c(=O)n2C (centres undefined)	-8	-0.2	7	0.4
O=C(CCCn1cnc([N+](=O)[O-])n1)Nc1cccc(Cl)c1	13	-0.2	-4	-0.1
O=C(c1c[nH]c2ccc(S(=O)(=O)N3CCc4ccccc4C3)cc2c1=O)N1CCOCC1	-9	-0.9	0	-0.1
Cc1cccc(NC(=O)C(C)n2ncn3cccc3c2=O)c1C (centres undefined)	14	1.2	2	0.0
CS(=O)(=O)N(Cc1ccccc1)c1ccc(C(=O)NC2CCCCC2)cc1	7	1.2	6	-0.1
O=C1c2ccccc2C(=O)N1CCCCN(C(=O)c1ccc(S(=O)(=O)N2CCOCC2)cc1)c1ccc(Cl)cc1	2	-0.6	-5	0.1
COc1cc(NS(=O)(=O)c2ccccc2)c(OC)cc1Cl	-4	1.1	3	-0.1
CCc1ccc(N2CC(C(=O)Nc3ccccc3Br)CC2=O)cc1 (centres undefined)	6	-0.4	7	0.1
CCN1/C(=C2\SC(=S)N(C)C2=O)C=Cc2cc(C)ccc21	6	-0.8	4	0.0
O=C(NC(=S)Nc1ccc(S(=O)(=O)N2CCCC2)cc1)C1CC1	12	0.6	21	-0.1
COc1ccc(C(C2=C(O)CC(C)(C)CC2=O)C2=C(O)CC(C)(C)CC2=O)cc1OC	9	0.3	-2	0.3
Cc1cccc(C)c1OCc1nnc(SCC(=O)Nc2ccccc2[N+](=O)[O-])o1	-9	-1.1	-10	-0.1
COc1ccc2cc(/C=N/NC(=O)COc3ccccc3OC)c(Cl)nc2c1	-4	0.4	8	0.1
Cc1ccccc1C(=O)NCC(C)CN(C)C (centres undefined)	5	0.1	0	0.1
COCCNCc1c(C(=O)O)n(C)c2ccccc12	-4	-0.2	-9	0.1
CCOc1cccc2c1OC(c1ccc(F)c(F)c1)N1N=C(c3ccco3)CC21 (centres undefined)	9	-1.5	-44	0.6
O=C(Nn1c(-c2cccc(Cl)c2)nc2ccccc2c1=O)c1cc(Br)ccc1Cl	-2	2.9	-7	0.0
O=C(CN1CCN(c2ccccc2)CC1)N1CCCc2c1c(=O)oc1ccc(O)cc21	8	-0.8	11	0.0
CCCCN1C(=O)C(O)(CC(=O)c2cccc(OC)c2)c2cc(Br)ccc21 (centres undefined)	-17	-0.6	2	0.0
CCOC(=O)Cn1c(=O)oc2cc(S(=O)(=O)NCCc3ccc(C)cc3)ccc21	4	0.2	1	0.0
CCOC(=O)c1c(NC(=O)CSc2nnc(CNC(=O)c3ccc(OC)c(OC)c3)n2-c2cccc(C)c2C)sc2c1CCC2	-2	-0.4	7	-0.1
c1ccc(NNC2=Nc3ccccc3CC2)cc1	0	0.0	16	-0.1
COc1ccc2nc(SCC(=O)NCCc3ccccc3)c(C#N)cc2c1	-8	-0.7	9	-0.1
CC(C)CN(CC(C)C)CN1C(=O)NC2(CCC(C)CC2)C1=O (centres undefined)	-8	0.0	-1	-0.1
Cc1[nH]c2ccccc2c1SCCNC(=O)C(C)C	-4	0.1	4	0.0
CC(C)c1ccc(-c2nc(C(N)=O)c3[nH]c(=O)n(CC4CCCO4)c3n2)cc1 (centres undefined)	31	-0.8	2	0.5
COc1ccc(-c2csc3ncc(C(=O)N4CCC5(CC4)OCCO5)c(=O)n23)cc1	5	0.7	-5	0.4
Cc1cc(C(F)(F)F)nc(CCNC(=O)CC2C(=O)NCCN2C2CCCC2)n1 (centres undefined)	7	1.8	11	0.0
O=C(Cn1c(=O)n(Cc2ccccn2)c(=O)c2ncccc21)OCc1ccccc1	7	-0.3	2	-0.1
